Compound activity as filed in PubChem BioAssay.
ABHD4 inh = inhibits mouse alpha/beta hydrolase domain 4; Q8VD66; purified mABHD4, FP-Rh probe fluorescence polarization; inhibition, % at 8.92 µM; actives 0.54% (n = 370,000);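 active = inhibition exceeding the mean over every tested compound plus 3 SD, cut at about 30% in these data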;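 note: 0% = plate median of compound wells and 100% = S159A mutant with DMSO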
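Test system: mouse ABHD4 enzyme, wild type. Reagent: FP-Rh fluorescent activity-based probe, added after compound pre-incubation. Timing: pre-incubation 45 min, probe exposure 60 min, at 25 °C. Technique: FP readout, ex 525 nm / em 598 nm. Benchmarks: high control S159A mutant with DMSO, low control median of compound wells.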
SIAE primary = human SIAE inhibition, primary screen | Q9HAT2 | SIAE FP-Rh probe binding, fluorescence polarization | inhibition, % at 9.66 µM | actives 0.69% (n = 370,000) | AID 1053197;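 active = inhibition above a cutoff: mean of compounds within the control limits plus 3 SD of those, cut at about 17% in these data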;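 note: 0% = plate median of compound wells and 100% = probe without SIAE protein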
TCR-CD3 inh = inhibitors of human TCR-CD3 interaction; actives 0.37% (n = 360,000); AID 651800; inhibition, % at 9.4 µM; TAMRA-labeled TCR probe fluorescence, biochemical; in the data active = inhibition above about 19%;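 note: recombinant mutant TCR 2C K166C tagged with TAMRA read by polarization; 0% = receptor in buffer alone and 100% = receptor with positive control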
PG9 Ab binder = PG9 antibody binding by small molecule; actives 0.43% (n = 360,000); inhibition, % at 6.7 µM; TR-FRET gp120-PG9 antibody binding; in the data active = inhibition above about 8.5%
HTRA1 inhibitor = inhibitors of human serine peptidase HTRA1. actives 0.5% (n = 340,000). inhibition, % at 5.96 µM. recombinant HTRA1, FP-rhodamine activity-based probe, fluorescence polarization. AID 504803; in the data active = inhibition above about 36%;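 note: 0% = enzyme with DMSO and 100% = wells lacking enzyme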
TDP2 inh = blocks human TDP2 phosphodiesterase activity | O95551 | AID 720702 | inhibition, % at 12.8 µM | actives 0.34% (n = 370,000) | recombinant TDP2, T5PNP hydrolysis, p-nitrophenol absorbance 415 nm;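 active = inhibition above the mean of all tested compounds plus 3 SD, set per campaign, cut at about 25% in these data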;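 note: 0% = DMSO with enzyme and 100% = buffer with substrate but no TDP2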
Target sequence (O95551 whole entry, looked up): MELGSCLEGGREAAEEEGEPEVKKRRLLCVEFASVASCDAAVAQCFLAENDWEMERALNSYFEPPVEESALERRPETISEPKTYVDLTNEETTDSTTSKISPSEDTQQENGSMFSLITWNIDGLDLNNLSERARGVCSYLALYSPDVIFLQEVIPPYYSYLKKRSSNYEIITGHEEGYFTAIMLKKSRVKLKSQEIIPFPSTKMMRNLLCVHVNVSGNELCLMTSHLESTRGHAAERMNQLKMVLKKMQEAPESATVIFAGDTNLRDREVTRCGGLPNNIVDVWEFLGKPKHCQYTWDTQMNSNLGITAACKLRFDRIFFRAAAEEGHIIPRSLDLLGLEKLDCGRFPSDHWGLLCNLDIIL
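Incubation: 2 h at 37 °C; Test system: recombinant human TDP2; Quantity: enzyme 120 nM; Read-out basis: percent inhibition; Medium: 50 mM Tris-HCl pH 7.5 with Mg2+, KCl, DTT, BSA; Repeats: single replicate; Compound: 12.8 µM single point, 1% DMSO; Signal: epi absorbance; Reagent: 5 mM T5PNP chromogenic substrate; Benchmarks: no-enzyme high, DMSO-plus-enzyme low.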
Rev-erbA mod = modulators of human Rev-erb alpha DNA binding | actives 0.79% (n = 370,000) | activity, % at 10 µM | Rev-erbα–FITC-DNA binding, fluorescence polarization, 90 min | AID 1259318;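 active = activity above about 14%, limit read from the data; passing the limit was not always enough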;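 note: 0% = DMSO wells with 35 nM protein and 100% = DMSO wells with 750 nM protein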
Target sequence (P20393 whole entry, looked up): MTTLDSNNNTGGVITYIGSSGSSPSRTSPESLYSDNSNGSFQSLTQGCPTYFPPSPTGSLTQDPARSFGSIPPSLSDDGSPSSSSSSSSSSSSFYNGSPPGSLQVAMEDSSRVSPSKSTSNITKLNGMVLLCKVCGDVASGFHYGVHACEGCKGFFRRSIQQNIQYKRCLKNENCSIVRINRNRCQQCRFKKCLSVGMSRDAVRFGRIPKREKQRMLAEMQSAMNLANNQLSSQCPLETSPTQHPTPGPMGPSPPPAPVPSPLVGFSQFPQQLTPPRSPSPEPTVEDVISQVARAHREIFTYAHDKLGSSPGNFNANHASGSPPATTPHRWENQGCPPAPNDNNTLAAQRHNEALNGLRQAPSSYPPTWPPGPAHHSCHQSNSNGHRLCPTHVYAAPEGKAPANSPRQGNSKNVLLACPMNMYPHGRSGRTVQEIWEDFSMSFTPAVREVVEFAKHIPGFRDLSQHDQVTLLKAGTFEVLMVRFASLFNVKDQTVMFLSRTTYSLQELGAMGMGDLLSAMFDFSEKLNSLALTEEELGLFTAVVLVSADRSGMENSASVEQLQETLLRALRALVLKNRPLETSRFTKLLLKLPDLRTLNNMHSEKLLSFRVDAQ
rCAG binder = binds r(CAG) RNA repeats | r(CAG) RNA repeat, TO-PRO-1 dye displacement fluorescence | inhibition, % at 3 µM | actives 1.3% (n = 370,000) | AID 651821;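 active = inhibition above the plate cutoff, the mean of all test compounds on that plate plus 3 SD, cut at about 35% in these data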;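 note: 0% = DMSO alone and 100% = 100 µM mitoxantrone as full dye displacement; higher means more dye released from RNA so lower well fluorescence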
LEDGF integ inh = blocks HIV-1 LEDGF/p75-dependent DNA integration; inhibition, % at 3.7 µM; TR-FRET IN-LEDGF/p75 DNA integration, Eu/Cy5; actives 0.64% (n = 370,000);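 active = inhibition above the screen-wide mean plus 3 SD, cut at about 13% in these data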;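 note: signal is the Cy5 over europium emission ratio at 671 and 618 nm; 0% = plate median of compound wells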
PRMT1 FP inh = inhibitors of human PRMT1. Q99873. recombinant PRMT1, activity-based probe fluorescence polarization. inhibition, % at 2.79 µM. actives 1.3% (n = 370,000). AID 652257;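 active = inhibition above about 21% made by adding two undisclosed values, limit read from the data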
An asterisk follows results filed as active; x = no result given. Some of the compounds tested, so the mix of outcomes need not match the whole.

Structure	ABHD4 inh	SIAE primary	TCR-CD3 inh	PG9 Ab binder	HTRA1 inhibitor	TDP2 inh	Rev-erbA mod	rCAG binder	LEDGF integ inh	PRMT1 FP inh
CC(C)Oc1ccc(C(=O)OCC(=O)NC2CCCCCC2)cc1	-2	-6	3	-0.7	-9	-6	-2	-2	2	-3
O=C(COC(=O)Cc1ccc(Cl)cc1)NCc1ccc2c(c1)OCO2	0	-12	3	0.0	-10	-5	6	-5	-2	3
CCC(C(=O)NCc1cccnc1)n1nc(C)n2c(cc3occc32)c1=O (stereo not given)	-2	-2	-7	-2.5	7	-2	1	1	-1	4
CCCC(c1nnnn1C(C)(C)C)N1CCN(Cc2ccccc2OC)CC1 (stereo not given)	-4	-6	5	-0.6	-1	-9	3	-8	-2	3
O=C(NC(=S)Nc1ccc2oc(=O)ccc2c1)c1ccco1	-1	-4	1	-2.9	5	-13	-3	2	2	-5
CN(C)S(=O)(=O)c1cc(C(=O)OCCn2cnc3c2c(=O)n(C)c(=O)n3C)ccc1Cl	6	-4	9	0.3	11	12	-8	-3	2	-4
Cn1ncc(SCc2ccccc2)c(Cl)c1=O	-3	6	-1	-2.6	x	16	0	-2	3	-3
CCCC1=C(C(=O)OCC)C(c2c(C)nn(-c3ccccc3)c2Cl)C(C#N)=C(N)O1 (stereo not given)	5	5	6	-0.5	-4	4	-5	2	4	3
CCOC(=O)C1CCCN(CC(=O)Nc2cc(C)cc(C)c2)C1 (stereo not given)	-3	-1	0	-1.1	-3	-8	-3	-7	2	2
COc1ccc(N2CCN(C(=O)CSc3nnc(COc4cccc5cccnc45)o3)CC2)cc1	0	4	5	-0.7	-1	2	-1	-5	-1	2

(cont.)
Structure	ABHD4 inh	SIAE primary	TCR-CD3 inh	PG9 Ab binder	HTRA1 inhibitor	TDP2 inh	Rev-erbA mod	rCAG binder	LEDGF integ inh	PRMT1 FP inh
COc1ccccc1CNC(=O)c1ccc(CS(=O)(=O)c2ccc(C)cc2)o1	-2	0	-3	-1.7	7	-9	2	2	0	2
COc1ccc(/C=N/NC(=O)c2cccnc2)cc1COc1ccc(NC(C)=O)cc1	-3	-6	10	-1.9	-3	14	-8	3	-3	-2
Cc1cc(=O)oc2c(C)c(OC3CCCCC3=O)ccc12 (stereo not given)	-1	-3	0	-1.9	0	-12	-4	0	1	-3
O=C(CCNS(=O)(=O)c1ccc(Br)cc1)NCC(c1cccs1)N1CCOCC1 (stereo not given)	-3	-2	2	-1.3	4	-1	-2	2	2	-3
Cc1ccc(Cc2nc(-c3cccnc3)no2)cc1	1	6	-2	0.2	7	-5	3	-1	-4	-3
Cc1ccc(NC(=O)CNc2cccc(S(=O)(=O)N3CCOCC3)c2)cc1F	0	2	1	-1.1	-12	6	2	3	-4	0
Cc1cc(C)n(S(=O)(=O)c2ccccc2[N+](=O)[O-])n1	3	-5	6	0.2	2	2	6	0	5	-3
Cc1ccc(S(=O)(=O)N2[C@@H](CCO)OC[C@H]2C(C)C)cc1	4	-2	4	-0.4	x	7	-2	-1	-3	-2
C=CCn1c(SCC(=O)N2CCN(CCO)CC2)nc2sc3c(c2c1=O)CCC3	-1	8	4	-1.4	-6	4	-3	-5	0	-1
CCOc1ccc(/C=C/C(O)=C2/C(=O)NC3(C)CC2c2ccccc2O3)cc1OC (stereo not given)	0	8	9	0.5	-7	12	-3	-5	3	-4

Quoted from the results shown for reference:
Structure	ABHD4 inh	SIAE primary	TCR-CD3 inh	PG9 Ab binder	HTRA1 inhibitor	TDP2 inh	Rev-erbA mod	rCAG binder	LEDGF integ inh	PRMT1 FP inh
CC(C)Oc1ccc(C(=O)OCC(=O)NC2CCCCCC2)cc1	-2	-6	3	-0.7	-9	-6	-2	-2	2	-3
O=C(COC(=O)Cc1ccc(Cl)cc1)NCc1ccc2c(c1)OCO2	0	-12	3	0.0	-10	-5	6	-5	-2	3

Next part.
Structure	ABHD4 inh	SIAE primary	TCR-CD3 inh	PG9 Ab binder	HTRA1 inhibitor	TDP2 inh	Rev-erbA mod	rCAG binder	LEDGF integ inh	PRMT1 FP inh
Cc1nn(-c2ccccc2)c(Cl)c1C(=O)Nc1c(C)n(C)n(-c2ccccc2)c1=O	6	4	17	-0.6	0	-2	-8	-3	-1	-3
COCCNC(=O)c1ccccc1NC(=O)c1ccccc1SC	-1	5	6	-0.2	-3	-5	3	-1	0	-4
CCOC(=O)N1CCN(C(=O)CSc2ccc(-c3ccc(OC)cc3)nn2)CC1	-8	1	0	0.3	-6	-6	-3	-6	3	-3
COc1ccc2cc3cc(C(=O)N4CCCCC4C)oc3nc2c1 (stereo not given)	1	3	6	0.1	-23	6	-2	-7	1	-4
O=[N+]([O-])c1ccc(NN=CCCc2ccccc2)nc1	8	-4	3	1.0	5	-3	2	6	0	-2
Cc1ccc(C(=O)NCC(c2cccs2)N(C)C)cc1S(=O)(=O)N1CCOCC1 (stereo not given)	4	-4	4	-0.6	-5	2	1	0	5	-2
Nc1c([N+](=O)[O-])c(=O)oc2ccccc12	3	-8	1	-1.2	6	-4	4	0	0	4
O=C(COC(=O)CCc1nc2ccccc2c(=O)[nH]1)Nc1ccccc1OC(F)F	2	0	3	0.3	-4	11	-6	2	6	1
C/C(=N\O)C(C)(C)Nc1ccc(F)cc1	-1	1	1	-2.1	-1	-9	-2	1	-5	0
COCCNC(=O)C1(C)CCN(Cc2ccc(C(C)C)cc2)C1 (stereo not given)	4	-5	2	2.6	x	-3	3	-1	1	-1

Continuation:
Structure	ABHD4 inh	SIAE primary	TCR-CD3 inh	PG9 Ab binder	HTRA1 inhibitor	TDP2 inh	Rev-erbA mod	rCAG binder	LEDGF integ inh	PRMT1 FP inh
COc1ccc(NC(=O)NCCCN2CCC(Cc3ccccc3)CC2)cc1	-2	-1	7	0.2	3	8	4	-2	4	-3
Cc1ccc(NC(=O)[C@H](C)NC(=O)C2CCN(C(=O)[C@H](CC(C)C)NC(=O)OC(C)(C)C)CC2)cc1	5	-4	6	0.1	-10	6	0	-8	0	1
Cc1cc(S(=O)(=O)Nc2nc(CN3CCOCC3)nc3sc4c(c23)CCCC4)ccc1F	-3	-3	4	0.3	0	15	1	30	1	-4
COc1ccc(CCNC(=O)c2cc(S(=O)(=O)N3CCCCCC3)ccc2OC)cc1OC	1	-9	4	-2.2	3	-8	-2	-4	2	-5
CC(CN1CCC(n2nccc2NC(=O)c2ccccc2Cl)CC1)c1ccccc1 (stereo not given)	-4	-2	1	-1.6	10	-5	-8	-9	5	3
NC(=O)CC[C@@H]1NC(=O)[C@H](Cc2ccc(O)cc2)NC(=O)c2cc([N+](=O)[O-])cc(F)c2OCC[C@@H](C(N)=O)NC1=O	1	2	8	-0.3	-6	3	3	4	-1	0
COc1cc(OC)cc(-c2nc(-c3ccccc3)no2)c1	6	-5	6	1.0	0	5	-4	0	-2	-2
Cc1ccc(-n2nc3c(=O)n(CC(=O)NCCc4ccco4)nc(C)c3c2C)cc1	-1	-3	-7	2.4	-6	0	-3	-1	-2	5
CC(C)c1ccc(NC(=O)CCCN2C(=S)NC(C)(C)CC2C)cc1 (stereo not given)	-8	-3	-2	2.2	-4	-23	2	-6	6	-4
CC1(C)Oc2ccc3ccc(=O)oc3c2-c2cnoc21	3	0	-1	2.3	-29	-1	5	5	0	-1

Next section
Structure	ABHD4 inh	SIAE primary	TCR-CD3 inh	PG9 Ab binder	HTRA1 inhibitor	TDP2 inh	Rev-erbA mod	rCAG binder	LEDGF integ inh	PRMT1 FP inh
Cc1cc(C)nc(SCc2nc3ncccn3c2Br)n1	4	4	-4	-0.5	1	3	-4	2	-4	-1
Cc1ccc(-c2cc(C(=O)NN=C3CCCC3)c3ccccc3n2)cc1	-26	-35	-5	2.7	-42	8	2	16	7	3
CCN(CC)CCN=c1c(C)nc(C#N)c(N)n1O	3	4	-11	-1.6	-1	1	0	-2	-1	1
c1c[nH]c(CN2CCN(Cc3ncc[nH]3)CC2)n1	-2	10	-7	-0.7	5	3	1	0	0	-2
Cn1nnnc1SCCNCC#Cc1ccccc1	6	-3	-2	1.6	0	5	-4	-1	-2	2
Cc1occc1-c1nnc(SCC(=O)Nc2ccc(F)cc2)n1Cc1ccccc1	5	-5	2	0.1	-18	7	0	-5	2	0
CSCC[C@H](NC(=O)OC(C)(C)C)C(=O)N/N=C/c1cccc2cccnc12	-8	-4	-2	0.6	6	3	0	-6	-2	-1
CC(C)n1nnc2c(=O)oc3ccccc3c21	1	-6	6	-0.2	7	-5	-12	3	-2	-1
COc1ccccc1N1CCN(c2ccc([N+](=O)[O-])cc2Cl)CC1	-9	7	2	1.0	-6	-4	0	1	7	2
O=C(NCC1CCCO1)c1onc(CSc2ccc(F)c(F)c2)c1C(=O)O (stereo not given)	2	9	-3	0.7	-2	9	4	8	2	4

Next results follow:
Structure	ABHD4 inh	SIAE primary	TCR-CD3 inh	PG9 Ab binder	HTRA1 inhibitor	TDP2 inh	Rev-erbA mod	rCAG binder	LEDGF integ inh	PRMT1 FP inh
COC(=O)c1cc(S(=O)(=O)N2CCN(c3ccc(C(C)=O)cc3)CC2)cn1C	1	-5	1	-1.4	2	4	9	6	-2	-5
Cc1ccc(CN2CCN(C(=O)/C=C/[C@H]3O[C@@H](n4cc(C)c(=O)[nH]c4=O)C[C@@H]3O)CC2)cc1	-1	-4	6	-0.7	x	3	1	0	1	-4
COc1ccc(C(=O)Cn2nnc(-c3ccccc3NC(=O)c3ccco3)n2)cc1	1	-3	1	0.1	-2	11	-6	5	-1	0
Cc1ccsc1/C=N/NC(=O)Cc1cccn1C	8	5	0	-1.9	2	4	0	10	-1	2
COc1ccc(C2(CNC(=O)CCC(=O)O)CCCC2)cc1	1	3	-5	0.0	9	-2	3	-4	-4	-1
O=C(NCCc1c[nH]c2ccccc12)OCc1cn(-c2c(F)cccc2F)nn1	-4	3	x	x	x	2	-2	0	4	1
CCOP1(=O)OCC2OC(n3cnc4c(N)ncnc43)C(O)C2O1 (stereo not given)	-2	1	-2	-1.0	0	0	6	1	2	-2
